# HCV inhibitor = qHTS Assay for Inhibitors of Hepatitis C Virus (HCV). Huh7.5.1 HCVcc-Cre infection, luciferase reporter, 44 h. Potency, µM (series often up to 41.8 µM), without a hit: at the highest dose activity change, negative = inhibition, hits mostly inhibitors. 340,000 compounds, 3.4% hits; note: potency is the fitted concentration of half-maximal effect
#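 Seed cells (1,000/well) for 4 h; treat with compound and infect with HCVcc-Cre, moi about 0.5. Incubate 44 h, then detect luciferase activity.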
# AmpC no deterg = qHTS Inhibitors of AmpC Beta-Lactamase (assay without detergent) | AmpC nitrocefin hydrolysis, absorbance 480 nm, 0.0001% Triton | Potency, µM (highest dose often 57.1 µM), for the others: top-dose activity change, negative = inhibition, actives largely listed as inhibitors | 330,000 compounds, 0.52% hits;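 note: potency is the fitted concentration of half-maximal effect; plate controls were no compound for no effect and no enzyme for full effect; nearly all actives have a fitted effect of over 20% in size; some results filed as inactive show a strong effect at the top dose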
# Target sequence (P00811 whole entry, looked up): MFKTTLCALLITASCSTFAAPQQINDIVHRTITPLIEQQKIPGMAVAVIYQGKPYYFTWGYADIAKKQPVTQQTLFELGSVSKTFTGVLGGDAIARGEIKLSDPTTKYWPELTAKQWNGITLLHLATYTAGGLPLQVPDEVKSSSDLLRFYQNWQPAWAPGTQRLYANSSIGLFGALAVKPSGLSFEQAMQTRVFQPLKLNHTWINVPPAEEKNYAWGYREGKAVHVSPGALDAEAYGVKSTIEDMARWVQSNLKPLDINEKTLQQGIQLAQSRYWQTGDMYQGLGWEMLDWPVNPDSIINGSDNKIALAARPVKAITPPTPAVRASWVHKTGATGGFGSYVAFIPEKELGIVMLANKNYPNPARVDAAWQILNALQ
#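 AmpC (5.3 nM in the dispensed reagent) in 20 mM phosphate pH 7.0 with 0.01% (detergent screen) or 0.0001% Triton X-100 was preincubated with compounds for 15 min at room temperature. Nitrocefin was then added from an 800 uM solution, and hydrolysis was followed at 480 nm.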
# Giardia FBPA inh = qHTS Assay for Inhibitors of Fructose-1,6-bisphosphate Aldolase from Giardia Lamblia. A8B2U2. purified Giardia FBPA. Potency, µM (highest dose often 59.6 µM), without a hit: top-dose activity, negative = inhibition, usual class: inhibitors. 290,000 compounds, 0.71% hits. AID 2451, 2010; note: potency is the fitted concentration of half-maximal effect; nearly all actives have a fitted effect of over 55% in size
# Target sequence (A8B2U2 whole entry, looked up): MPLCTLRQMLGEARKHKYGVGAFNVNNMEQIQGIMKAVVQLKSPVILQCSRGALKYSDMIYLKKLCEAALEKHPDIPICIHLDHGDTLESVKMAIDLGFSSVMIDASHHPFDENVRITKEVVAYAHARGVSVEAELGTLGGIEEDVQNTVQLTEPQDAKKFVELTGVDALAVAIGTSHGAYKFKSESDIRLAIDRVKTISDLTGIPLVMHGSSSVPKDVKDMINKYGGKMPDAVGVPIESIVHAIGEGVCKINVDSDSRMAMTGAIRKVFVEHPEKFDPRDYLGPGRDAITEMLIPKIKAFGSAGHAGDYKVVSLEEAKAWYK
#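 Giardia FBPA (40 nM reagent) was preincubated 10 min at RT with compound (up to 57.5 uM final), then substrate plus GAPDH/TPI/NAD/arsenate coupling system with diaphorase/resazurin was added; resorufin fluorescence (525/598 nm) was read after 20 min.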
# AmpC detergent = qHTS Inhibitors of AmpC Beta-Lactamase (assay with detergent); P00811; AmpC hydrolysis of nitrocefin, absorbance 480 nm, 0.01% Triton; Potency, µM (highest dose often 114 µM), for the others: top-dose activity change, negative = inhibition, most hits filed as inhibitors; 370,000 compounds, 0.041% hits;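 note: potency is the fitted concentration of half-maximal effect; 0% = no-compound wells and -100% = no-enzyme wells; nearly all actives have a fitted effect of over 25% in size; some results filed as inactive show a strong effect at the top dose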
#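 20 mM phosphate pH 7.0 + 0.01% (detergent screen) or 0.0001% Triton X-100; 5.3 nM AmpC reagent; cpd preinc 15 min RT; nitrocefin (800 uM stock) to start; A480 q20 s × 4 min; Activity was normalised to no-enzyme and no-compound control wells.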
# HCMV inh = qHTS Assay for inhibitors of the human cytomegalovirus (HCMV); activity change, negative = inhibition, % at 57.5 µM; 410,000 compounds, 4.5% hits; HFF cells, HCMV-luciferase reporter, 72 h; active compounds read low; AID 1259415, 2018; in the data active = activity change below about -60%; inconclusive = no clear call, values can overlap the other calls; inactive = above about -39%
#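 Screen run at 2 compound doses on HFFs infected with reporter HCMV, MOI 1 PFU/cell. Luciferase activity from cell lysates at 72 h post infection gave inhibition relative to buffer-only and Salinomycin wells.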
# Sm TGR block = qHTS Assay for the Inhibitors of Schistosoma Mansoni Peroxiredoxins | Schistosoma mansoni thioredoxin glutathione reductase (TGR), Q962Y6 | 360,000 compounds, 3% hits | purified TGR, DTNB reduction, TNB absorbance 405 nm | Potency, µM (doses to about 114 µM), without a hit: at the top dose activity change, negative = inhibition, most hits filed as inhibitors; note: potency is the fitted concentration of half-maximal effect; nearly all actives have a fitted effect of over 60% in size
#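 TGR 20 nM + NADPH 100 uM (dispensed conc.), cpd preinc 15 min RT; start with NADPH (500 uM addition) then DTNB (15 mM addition). Kinetic TNB absorbance, 405 nm filter. Four-parameter Hill fit across titration.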
# Numbers without * were called inactive; ? = inconclusive; . = not tested or not shown; [ ] = another dose, or the depositor's remark. Unless noted, calls come from the whole dose curve; as a rule, active = well fitted curve in the direction sought with a large enough effect; inconclusive = small, poorly fitted or top-dose-only effect, or another doubt; inactive = no such curve, though single readings can be large; an effect the other way counts as inactive or inconclusive. Unless noted, % is set by controls: 0 for no effect and ±100 for the full control effect. An unsorted share of the library. About 9.9% of those tested had a hit in this group.
# Preview, 4 compounds:
molecule	AmpC detergent	HCMV inh	Giardia FBPA inh	Sm TGR block	AmpC no deterg	HCV inhibitor
CCn1c(=O)cc(OCC(=O)NCc2cccs2)c2ccccc21	?	86	-6%	-3%	-23%	-23%
CCOC(=O)c1c(S(=O)(=O)N(C)C2CCCCC2)c(C)n(C)c1C	-9%	-7	-6%	-12%	16%	12%
O=c1c2ccccc2cnn1Cc1n[nH]c(=S)n1-c1ccc(F)cc1	-1%	0	-10%	-9%	-13%	5%
COc1ccc(C(C(=O)NC(C)(C)C)N(C(=O)Cn2nnc3ccccc32)c2cccc(C(C)=O)c2)cc1O (stereo not drawn)	1%	-24	-3%	3%	34%	20%

# This part in full, from the first entry:
molecule	AmpC detergent	HCMV inh	Giardia FBPA inh	Sm TGR block	AmpC no deterg	HCV inhibitor
CCn1c(=O)cc(OCC(=O)NCc2cccs2)c2ccccc21	?	86	-6%	-3%	-23%	-23%
CCOC(=O)c1c(S(=O)(=O)N(C)C2CCCCC2)c(C)n(C)c1C	-9%	-7	-6%	-12%	16%	12%
O=c1c2ccccc2cnn1Cc1n[nH]c(=S)n1-c1ccc(F)cc1	-1%	0	-10%	-9%	-13%	5%
COc1ccc(C(C(=O)NC(C)(C)C)N(C(=O)Cn2nnc3ccccc32)c2cccc(C(C)=O)c2)cc1O (stereo not drawn)	1%	-24	-3%	3%	34%	20%
COCCN(CCOC)c1nc(N)c2c(N)nc3c(c2c1C#N)CC(=O)N3Cc1ccc(Cl)cc1	?	31	-8%	-9%	-14%	?
O=Cc1ccc(-c2cccc(C(=O)O)c2)o1	1%	22	3%	-34%	27%	10%
COc1ccc(S(=O)(=O)NCCSCc2cccs2)cc1	-13%	-7	-1%	-2%	-5%	3%
CCn1c(SCC(=O)N(C)C2CCS(=O)(=O)C2)nnc1-c1cccs1 (stereo not drawn)	7%	17	6%	-1%	-11%	5%

# Whole records from above. Order of values: AmpC detergent	HCMV inh	Giardia FBPA inh	Sm TGR block	AmpC no deterg	HCV inhibitor
# Entry for CCOC(=O)c1c(S(=O)(=O)N(C)C2CCCCC2)c(C)n(C)c1C : -9%	-7	-6%	-12%	16%	12%
# Entry for COc1ccc(C(C(=O)NC(C)(C)C)N(C(=O)Cn2nnc3ccccc32)c2cccc(C(C)=O)c2)cc1O (stereo not drawn) : 1%	-24	-3%	3%	34%	20%
# Entry for CCn1c(=O)cc(OCC(=O)NCc2cccs2)c2ccccc21 : ?	86	-6%	-3%	-23%	-23%
# Entry for O=Cc1ccc(-c2cccc(C(=O)O)c2)o1 : 1%	22	3%	-34%	27%	10%

# Later entries:
molecule	AmpC detergent	HCMV inh	Giardia FBPA inh	Sm TGR block	AmpC no deterg	HCV inhibitor
COC(=O)[C@@H](Cc1c[nH]c2ccccc12)NC(=O)CCC(=O)c1ccc(Br)cc1	0%	80	-6%	8%	21%	-6%
COc1ccc(/C(C)=N/Nc2nc(C)c(C(C)=O)s2)cc1	-4%	23	-28%	-6%	0%	-22%
O=C(c1ccc(CSc2nc3ccncc3[nH]2)cc1)N1CCCCCC1	-4%	?	0%	0%	102%[activator]	-29%
COc1cccc(N=CC2=C(O)CC(C)(C)CC2=O)c1	-11%	5	0%	-4%	3%	-7%
COc1ccc(OCc2nc(-c3ccc(OC)c(OC)c3)no2)cc1	1%	-5	.	2%	.	.
COc1cc(CN2CCCC(C(=O)c3sccc3C)C2)cc(Cl)c1O (stereo not drawn)	-6%	0	-18%	?	13%	5%
COc1ccc(NC(=O)c2ccc3c(c2)NC(=O)CO3)cc1OC	2%	6	-17%	4%	-30%	-13%
O=C(COC(=O)COc1ccc2ccccc2c1)NCC(F)(F)F	?	-6	-6%	0%	-7%	12%

# Gathered by group: the entries above containing a Cl atom (2)
molecule	AmpC detergent	HCMV inh	Giardia FBPA inh	Sm TGR block	AmpC no deterg	HCV inhibitor
COCCN(CCOC)c1nc(N)c2c(N)nc3c(c2c1C#N)CC(=O)N3Cc1ccc(Cl)cc1	?	31	-8%	-9%	-14%	?
COc1cc(CN2CCCC(C(=O)c3sccc3C)C2)cc(Cl)c1O (stereo not drawn)	-6%	0	-18%	?	13%	5%

# The list continues:
molecule	AmpC detergent	HCMV inh	Giardia FBPA inh	Sm TGR block	AmpC no deterg	HCV inhibitor
COC(=O)CC1C(=O)NCCN1C(=O)Nc1ccc(Cl)cc1 (stereo not drawn)	2%	3	3%	-3%	-16%	1%
COc1ccc(-n2c(C)nc3cc(C(=O)NCc4ccco4)ccc32)cc1	-7%	-39	-4%	0%	0%	-3%
CCOC(=O)C1CCCN(C(=O)COC(=O)c2cccs2)C1 (stereo not drawn)	.	-32	.	.	1%	15%
O=C(CNC(=O)c1cccc(F)c1)OCC(=O)N1CCCCC1	-4%	-34	4%	-17%	-7%	17%
CCN(CC)C(=O)c1[nH]cnc1C(=O)NCC(=O)OCc1ccccc1	-6%	-4	-15%	-1%	-25%	15%
Cc1ccc2nc(SCCC(=O)O)cc(C)c2c1	-9%	11	29%	-4%	-28%	10%
Cc1ccc(C(=O)NCCCc2ccccc2)c(C)c1	-2%	12	3%	.	-1%	5%
C=CCn1c(CCC(=O)Nc2ccc(C)c(Cl)c2)nnc1SCC(=O)Nc1ccccc1C	-9%	5	6%	1%	67%[activator]	?
CC1CCN(CCc2nc3cc(NS(=O)(=O)c4ccccc4)ccc3n2C)CC1	-4%	-5	-10%	9%	-16%	-18%
Cc1ccc(NC(=O)CN(C)CC(=O)Nc2sc3c(c2C(N)=O)CCC3)cc1	-7%	0	.	?	30%	?
CS(=O)(=O)N1CCN(c2ccccc2[N+](=O)[O-])CC1	0%	?	-2%	7%	7%	4%
O=C(COc1ccc(F)c(Cl)c1)Nc1ccc(N2CCOCC2)cc1	.	-20	.	.	-3%	?
CN1CC(=O)Nc2ccccc2C1=O	-11%	29	13%	5%	-9%	6%
COc1ccccc1CCC(=O)OCC(=O)Nc1c(C)nn(-c2ccccc2)c1C	5%	-11	.	1%	?	9%[8.37 µM]
COc1ccc(C2=NOC(C(=O)Nc3ccc4c(c3)OCCO4)C2)c(OC)c1 (stereo not drawn)	-2%	7	-3%	10%	25%	-5%
NS(=O)(=O)c1ccc(CNS(=O)(=O)c2cc(Cl)ccc2Cl)cc1	-7%	?	-2%	-3%	-19%	2%
CSC(=Nc1cccc(C)c1)NC#N	0%	24	-3%	1%	-3%	4%
O=C(CCn1c(=S)[nH]c2ccccc2c1=O)NCCSCc1ccccc1	1%	?	-1%	3%	-35%	1%
Cc1cccn2c(=O)c3cc(C(=O)N4CCCCC4)sc3nc12	-1%	-1	-10%	0%	-18%	-11%
CC(C)n1cc(NC(=O)COc2ccccc2Cl)cn1	1%	-61*	9%	-1%	-7%	6%
O=C(O)CCCN1C(=O)/C(=C\C(Cl)=C\c2ccccc2)SC1=S	-9%	-99*	-6%	-13%	-21%	?
CCOc1cc(/C=N/Nc2nn3cnnc3c3ccccc23)ccc1O	-3%	6	-15%	-1%	-32%	?
O=C(OCC(=O)N1CCCC1)c1ccc(S(=O)(=O)N2CCOCC2)cc1	?	-21	4%	-6%	-8%	1%
Cc1ccccc1NC(=O)CN1CCOCC1	-3%	-1	?	6%	-10%	14%
COCC(=O)OCn1nnc2ccccc2c1=O	-4%	0	6%	3%	-15%	1%
O=C(NCC1COc2ccccc2O1)c1ccc(F)c(S(=O)(=O)N2CCOCC2)c1 (stereo not drawn)	-5%	-13	.	-1%	-13%	-2%
CCOc1cc2[nH]c(=S)n(CCCC(=O)NCc3ccccn3)c(=O)c2cc1OCC	6%	47	.	-3%	17%	11%
O=C(NC1CCCC1)C(c1ccncc1)N(C(=O)Cc1cccs1)c1ccc(F)cc1 (stereo not drawn)	-13%	2	8%	0%	36%	11%
O=C(NC1CONC1=O)OCC(Cl)(Cl)Cl (stereo not drawn)	-14%	23	-11%	-14%	-23%	19%
CC1CCCCN1CCCNC(=O)c1ccc(NC(=O)C2=CSCCO2)cc1 (stereo not drawn)	-2%	9	.	1%	-8%	5%
C1CSC2(N1)C1CC3CC2CC(C1)C31NCCS1 (stereo not drawn)	0%	23	?	39%[activator]	-12%	9%
Cc1cc(C(=O)NNC(=S)NCC(C)C)no1	2%	37	-9%	-18%	-8%	11%

# Taken from above.
# CCOc1cc2[nH]c(=S)n(CCCC(=O)NCc3ccccn3)c(=O)c2cc1OCC in Sm TGR block reads -3%
# COCC(=O)OCn1nnc2ccccc2c1=O in HCMV inh reads 0
# Cc1cc(C(=O)NNC(=S)NCC(C)C)no1 in HCV inhibitor reads 11%

# (cont.)
molecule	AmpC detergent	HCMV inh	Giardia FBPA inh	Sm TGR block	AmpC no deterg	HCV inhibitor
CCCNC(=O)c1ccc2c(=O)n3c(-c4ccc(C)cc4)csc3nc2c1	-2%	-4	-14%	11%	3%	24%
COc1ccc(C)cc1NC(=O)C/C(C)=N/NC(=O)Cc1cccc2ccccc12	-9%	9	.	-11%	41%	-23%
CC(C(N)=O)N1CC(c2ccccc2)CC1=O (stereo not drawn)	1%	2	2%	8%	-12%	0%
C/C(=N\O)c1ccc(Cl)c(Cl)c1	8%	.	-4%	6%	-19%	7%
Cc1ccc(Nc2cc(C)nc(-c3ccccc3O)n2)cc1	?	26	-6%	13%	-24%	?
O=C(C1=NN[C@@H]2C(=O)N(Cc3ccccc3)C(=O)[C@H]12)c1ccc([N+](=O)[O-])cc1	8%	-7	1%	-3%	-45%	5%
c1ccc(OCCCn2ccnc2)cc1	-8%	2	-23%	9%	1%	20%
CCN(CC)CCNC(=O)Nc1ccc2c(c1)N(Cc1ccccc1)C(=O)c1ccccc1S2	-4%	-61*	.	-3%	.	.
CSc1cc(C)c(OCC(=O)Nc2ccc(NC(C)=O)cc2)c(C)c1	1%	43	1%	0%	1%	-17%
COCC(C)NC(=O)c1ccc(Cl)c(Cl)c1 (stereo not drawn)	-8%	54	0%	-1%	-13%	-6%
Cc1ccccc1NC(=O)c1cc[n+]([O-])cc1	0%	-4	12%	-6%	-8%	-18%
O=C(NCCS(=O)(=O)N1CCCCCC1)c1ccccc1	-11%	-31	.	0%	-10%	0%
COc1ccc(-c2n[nH]c3c2cnc2ccc(F)cc23)cc1	12%	53	.	2%	.	.
